mcGAS MS inh: blocks mouse cGAS cGAMP production; Q8C6L5; recombinant mouse cGAS, cGAMP by RapidFire MS; inhibition, % at 12.5 µM; 0.18% of 130,000 active; AID 1259397;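 active means inhibition of cGAS enzyme activity at or above 60%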;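 further: enzyme stimulated by 45 bp dsDNA with ATP and GTP substrates; cGAMP share of summed cGAMP plus half ATP and half GTP signals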
Target sequence (Q8C6L5 whole entry, looked up): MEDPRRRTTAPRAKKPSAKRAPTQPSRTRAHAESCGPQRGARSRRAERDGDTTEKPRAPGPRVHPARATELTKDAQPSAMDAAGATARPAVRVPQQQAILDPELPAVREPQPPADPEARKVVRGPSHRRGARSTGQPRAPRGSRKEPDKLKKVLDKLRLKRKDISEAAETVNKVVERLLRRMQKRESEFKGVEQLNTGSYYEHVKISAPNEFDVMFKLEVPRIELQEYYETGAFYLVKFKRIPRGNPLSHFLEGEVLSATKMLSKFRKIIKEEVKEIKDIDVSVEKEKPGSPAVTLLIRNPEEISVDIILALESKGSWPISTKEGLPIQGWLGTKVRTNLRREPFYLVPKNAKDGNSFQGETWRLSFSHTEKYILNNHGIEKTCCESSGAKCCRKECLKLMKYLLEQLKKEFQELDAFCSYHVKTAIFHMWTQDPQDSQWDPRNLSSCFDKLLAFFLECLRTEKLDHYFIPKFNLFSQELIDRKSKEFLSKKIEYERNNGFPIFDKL
Starred values were filed as active, the others as inactive. A portion of the library, so the mix of outcomes need not match the whole.

For CC(NS(=O)(=O)N(C)CCC#N)c1ccc(Cl)cc1Cl (stereo not drawn) the results were mcGAS MS inh -30.
Screening CCCCc1ccc(NC(=O)CC2CSc3nc4[nH]ncc4c(=O)n32)cc1 (stereo not drawn) returned mcGAS MS inh 0.
COc1ccccc1C(=O)N(Cc1nnc2c3ccccc3c(C)nn12)c1ccccc1 was read as mcGAS MS inh -28.
For CC1(c2ccccc2Br)NC(=O)N(Cc2ccccc2F)C1=O (stereo not drawn) the results were mcGAS MS inh -7.
Screening CN(Cc1cc(-c2ccncc2)no1)c1nccc(CCC(F)(F)F)n1 returned mcGAS MS inh 17.
N#CC(C#N)=C/C(Br)=C\C(C#N)C#N was read as mcGAS MS inh 7.
Screening O=C(NC(c1ccccc1)c1ccc(Br)cc1F)c1cnccn1 (stereo not drawn) returned mcGAS MS inh -46.
For CC(C)c1ccc(-n2ncc(C(=O)NNc3cccc(Cl)c3)c2N)cc1 the results were mcGAS MS inh -2.
For CCN1CCN(C(c2cccc(Cl)c2)c2c(O)cc(C)n(CCOC)c2=O)CC1 (stereo not drawn) the results were mcGAS MS inh -9.
Screening Cc1ccc(Cn2nc(C)c(C=c3s/c(=C\C(=O)C(C)(C)C)[nH]c3=O)c2C)cc1 returned mcGAS MS inh 1.
N#Cc1cccc(NN=C2CCN(c3ccc(F)cc3)CC2)c1 was read as mcGAS MS inh 89*.
For Cc1csc(NC(=O)c2ccc(COc3cccc4c3OC(C)(C)C4)cc2)n1 the results were mcGAS MS inh -9.
For CC(C)Oc1nc(-c2ccco2)n(-c2ccc(N)cc2)n1 the results were mcGAS MS inh -4.
O=[N+]([O-])c1ccc2c(cnn2C(F)F)c1 was read as mcGAS MS inh 1.
CCCNC(=O)COC(=O)c1ccc(-c2cccc(C(F)(F)F)c2)o1 was read as mcGAS MS inh 0.
CCc1c(CN2CCC(C)CC2)csc1C was read as mcGAS MS inh -5.
Screening c1ccc(C(Cn2ccnc2-c2ccncc2)N2CCCCC2)cc1 (stereo not drawn) returned mcGAS MS inh -5.
CC1(C)OC[C@H]2O[C@@H]3OC=C4CC(=O)[C@H]([C@@H]2O1)[C@@H]43 was read as mcGAS MS inh -8.
Screening COc1ccc(C2CCCN2S(=O)(=O)c2ccc(N)cc2)cc1OC (stereo not drawn) returned mcGAS MS inh -2.
`Cc1ccc(S(=O)(=O)C2CCCC(=O)C2=C(O)c2cn(-c3ccccc3)nn2)cc1` (stereo not drawn) gave mcGAS MS inh -8.
O=C1Nc2ccccc2C1=Nc1cccc([N+](=O)[O-])c1 was read as mcGAS MS inh -10.
Screening O=C(CCc1ccccn1)N1CCCC(CNC(=O)C2(c3ccc(Cl)cc3)CC2)C1 (stereo not drawn) returned mcGAS MS inh -6.
Screening Cc1cn2c3c(=O)n(CCN4CCCCC4)c(=O)n(C)c3nc2n1-c1ccc(Br)cc1 returned mcGAS MS inh -9.
`CC1(C(=O)N2Cc3ccccc3C2)CCN1C(=O)CC1CCCC1` (stereo not drawn) gave mcGAS MS inh -6.
Screening CC(=NO)C(C)N(O)C(C)C(C)=NO (stereo not drawn) returned mcGAS MS inh 1.
`O=C(NCCn1c(=O)oc2ccccc21)Nc1ccc(F)cc1` gave mcGAS MS inh -2.
Screening CC(C)Cc1nnc(NC(=O)CCn2[nH]c(=O)ccc2=O)s1 returned mcGAS MS inh -6.
For CCn1nc(NC(=O)CCC(=O)O)c2cc3ccccc3nc21 the results were mcGAS MS inh -1.
Screening CC(=O)Oc1c(-c2ccc(N)cc2)c(C(C)C)nn1-c1cccc(F)c1 returned mcGAS MS inh -4.
CCOC(=O)NNC(=O)c1cc(C)oc1C was read as mcGAS MS inh -12.
For Cc1nn(C(C)C)c(C)c1S(=O)(=O)N(c1ccccc1F)C1CCCC1 the results were mcGAS MS inh -8.
COc1ccc(-c2[nH]ncc2CN2CCCCC2CCNC(C)=O)c(OC)c1 (stereo not drawn) was read as mcGAS MS inh 4.
For CNc1ncc(Br)nc1Br the results were mcGAS MS inh -7.
`CCc1ccc2occ(CC(=O)N3CCCC(N4CCCC4=O)C3)c2c1` (stereo not drawn) gave mcGAS MS inh -20.
Screening CN(C)CCN(C)C(=O)CC(=O)NC12CC3CC(CC(C3)C1)C2 returned mcGAS MS inh -7.
For COc1cccc(S(=O)(=O)N2[C@H]3CCNC[C@@H]2CC3)c1 the results were mcGAS MS inh -17.
`CCc1nc(C)c(C(=O)N(Cc2ccccn2)CC2CCCO2)o1` (stereo not drawn) gave mcGAS MS inh 6.
`CC(C)(CNC(=O)Nc1nccs1)N1CCc2ccccc2C1` gave mcGAS MS inh 0.
Screening COc1ccc(S(=O)(=O)Nc2ccc(Br)cc2)cc1N(C)S(C)(=O)=O returned mcGAS MS inh -38.
CC(=O)N(CN1C(=O)c2ccc(Br)cc2C1=O)c1ccccc1 was read as mcGAS MS inh -4.
Screening Cc1cccc(COCC2CN(C(=O)COc3ccccc3C)CCO2)c1 (stereo not drawn) returned mcGAS MS inh -3.
Screening O=C(O)Cn1ccc2c(nnc3c(-c4ccccc4)cnn32)c1=O returned mcGAS MS inh 3.
Screening COC(=O)[C@@H]1C[C@H](NC(=O)c2cc(-c3ccccc3)nn2C)CN1C returned mcGAS MS inh -20.
For COC(=O)c1ccc2c(c1)CC(CNC(=O)c1cc(F)cc(C(F)(F)F)c1)O2 (stereo not drawn) the results were mcGAS MS inh -5.
`OCC(O)Cn1c2ccccc2c2ccccc21` (stereo not drawn) gave mcGAS MS inh -5.
Cc1cc(O)ccc1NC(=O)c1cc(Br)ccc1Br was read as mcGAS MS inh 29.
For CC(=O)c1cccc(N2C(=O)C3C4C=CC(C)(O4)C3C2=O)c1 (stereo not drawn) the results were mcGAS MS inh -2.
CC(C)c1cc(CN2CCc3ccc(NC(=O)C4CCCO4)cc3C2)[nH]n1 (stereo not drawn) was read as mcGAS MS inh -5.
For CC1CCC(NS(=O)(=O)c2ccc(Cl)s2)CC1 (stereo not drawn) the results were mcGAS MS inh -29.
Screening CCCC1C=CCN1C(=O)c1cc(COc2ccc(C(C)=O)cc2)on1 (stereo not drawn) returned mcGAS MS inh -16.
For O=C(c1cc2ncccn2n1)N1CC[C@@H](c2ccc3ccccc3c2)[C@H](O)C1 the results were mcGAS MS inh -9.
Brc1ccccc1-c1nnc(CSc2nnnn2C2CC2)o1 was read as mcGAS MS inh 1.
CCc1nnc(NC(=O)CN2CCN(c3ccccc3F)CC2)s1 was read as mcGAS MS inh -3.
`Cc1ccc(C=Nc2ccc(C)c(S(=O)(=O)N3CCOCC3)c2)c(C)c1` gave mcGAS MS inh 21.
C=Cc1cccc(-c2nccn2CCCO)c1 was read as mcGAS MS inh -10.
`CC(C)CCn1c(=O)n(CCN2C[C@H]3CC[C@H]2C3)c2cc(C(=O)O)cnc21` gave mcGAS MS inh 0.
`CC(C)C[C@@H](N)C(=O)NCc1noc(-c2c(F)cccc2F)n1` gave mcGAS MS inh -8.
`Cc1ccccc1C(CC(=O)N1CCC(N2CCOCC2)CC1)c1ccccc1` (stereo not drawn) gave mcGAS MS inh -6.
For Cc1cnc2c(C(=O)NCc3ccc4c(c3)n(C)c(=O)n4C)cnn2c1 the results were mcGAS MS inh -31.
Screening COc1ccc(C(=O)NC(=S)NC(C)Cc2cccs2)cc1 (stereo not drawn) returned mcGAS MS inh 4.
Cc1oc2c(c(C)cc3o/c(=N\O)c(C)c(C)c32)c1C was read as mcGAS MS inh -5.
`CCCS(=O)(=O)N1CCC(CO)(Cc2cccc(OC)c2)CC1` gave mcGAS MS inh -10.
`Cc1nn(C)c(C)c1S(=O)(=O)Nc1ccc(C#N)cc1` gave mcGAS MS inh -13.
Screening CN(Cc1ccc2c(c1)CCO2)Cc1cc(-c2cccnc2)no1 returned mcGAS MS inh -10.
Screening CC(Cc1ccc2c(c1)OCO2)CN1CCn2c(nnc2C(=O)NCC2CC2)C1 (stereo not drawn) returned mcGAS MS inh -10.
`CC1CCc2noc(NC(=O)c3cc(=O)c4ccccc4o3)c2C1` (stereo not drawn) gave mcGAS MS inh 28.
For COc1ccccc1NC(=O)Cn1nc(C(C)C)c2cnn(C(C)(C)C)c2c1=O the results were mcGAS MS inh -8.
`CC(C)=CCN1CCN(Cc2coc3ccc(C)cc3c2=O)CC1CCO` (stereo not drawn) gave mcGAS MS inh -4.
O=C(CSc1nc2ccccc2c(=O)n1CCCO)Nc1ccc(Cl)cn1 was read as mcGAS MS inh -3.
`CCOc1ccccc1OC1CCCC1NC(=O)c1cnc(C(C)C)[nH]1` (stereo not drawn) gave mcGAS MS inh -14.

Quoted at random: 4 records from the list, in no set order.
O=C(CSc1nc2ccccc2c(=O)n1CCCO)Nc1ccc(Cl)cn1 was read as mcGAS MS inh -3.
`Cc1nn(C)c(C)c1S(=O)(=O)Nc1ccc(C#N)cc1` gave mcGAS MS inh -13.
`CC(C)=CCN1CCN(Cc2coc3ccc(C)cc3c2=O)CC1CCO` (stereo not drawn) gave mcGAS MS inh -4.
`CC1CCc2noc(NC(=O)c3cc(=O)c4ccccc4o3)c2C1` (stereo not drawn) gave mcGAS MS inh 28.

(further entries)
`NC(=O)c1cnc2n1CCN(C(=O)Cc1cccs1)C2` gave mcGAS MS inh -10.
For Cc1cc(C)cc(C(O)c2ncc(-c3ccccc3C(F)(F)F)[nH]2)c1 (stereo not drawn) the results were mcGAS MS inh -7.
`COc1ccc(CNCc2ccccc2Cn2cccn2)c(Cl)c1` gave mcGAS MS inh 83*.
CCOC(=O)c1nn(-c2ccccc2)c(=O)cc1OCC(=O)Nc1cc(C)ccc1OC was read as mcGAS MS inh 0.
For Cc1cnc(-c2nccn2CCC(=O)Nc2ccc(F)c(C)c2)[nH]1 the results were mcGAS MS inh -21.
O=C1CCc2cc(OCC(=O)N3CCC(n4cccc4)CC3)ccc2N1 was read as mcGAS MS inh 0.
For Cc1ccc(S(=O)(=O)Nc2ccc(Nc3cnc(-c4ccc5ccccc5c4)cn3)cc2)cc1 the results were mcGAS MS inh -6.
O=C(c1csc(Cc2ccccc2)n1)N1Cc2cnn(CCO)c2C1 was read as mcGAS MS inh -18.
`O=C(O)C1C2C=CC(C2=C(c2ccccc2)c2ccccc2)C1C(=O)Nc1ccccn1` (stereo not drawn) gave mcGAS MS inh -5.
`Cc1c(C)n2c3c(=O)n(CCc4ccccc4)c(=O)n(C)c3nc2n1CCCO` gave mcGAS MS inh -6.
Screening CCOc1cn(C)c(C(=O)NCc2ccccc2Cl)cc1=O returned mcGAS MS inh -5.
For CCn1nnc2c(N3CCN(S(=O)(=O)c4cccs4)CC3)ncnc21 the results were mcGAS MS inh -3.
Cc1c(C(=O)N2CCC(O)(CN(C)C)C2)n(C)c2c(C)cccc12 (stereo not drawn) was read as mcGAS MS inh -30.
CC(NS(=O)(=O)c1ccc(F)c(F)c1)C12CC3CC(CC(C3)C1)C2 (stereo not drawn) was read as mcGAS MS inh -7.
For COc1ccc(-n2ncc3c2CCN(C(=O)C2CC(=O)OC2(C)C)C3)cc1 (stereo not drawn) the results were mcGAS MS inh -3.
Screening CC(c1nnc(SCC(=O)O)n1-c1cccnc1)n1cccn1 (stereo not drawn) returned mcGAS MS inh -33.
`C=CCNCc1csc(COc2ccccc2C(C)C)n1` gave mcGAS MS inh 1.
CCn1nc(C(C)(C)C)cc1C(=O)N1CCc2c(cnn2-c2ccc(S(C)(=O)=O)cc2)C1 was read as mcGAS MS inh -8.
For CC(C)(C)NS(=O)(=O)c1cnc(Cl)c(Cl)c1 the results were mcGAS MS inh -5.
Screening Cn1c(N)c(N2CCCCC2)c(=O)[nH]c1=O returned mcGAS MS inh 16.
For CC(C)(C)CC(=O)NCCCCCCNC(=O)CC(C)(C)C the results were mcGAS MS inh -1.
`COC(=O)c1cc(-c2cccc(NC(C)=O)c2)c[nH]1` gave mcGAS MS inh -28.
Cc1nc(-n2nc(C3CC3)cc2NC(=O)c2ccc(F)cc2)[nH]c(=O)c1C was read as mcGAS MS inh -4.
Screening CN(C)c1ccc(/C=C2\N=C(c3ccccc3Cl)OC2=O)cc1 returned mcGAS MS inh -11.
CCn1nccc1C(=O)NCCc1nc(C)cc(C(F)(F)F)n1 was read as mcGAS MS inh -9.
CC(NC(=O)COc1ccc2c3c(c(=O)oc2c1)CCC3)c1cccs1 (stereo not drawn) was read as mcGAS MS inh -2.
`CCc1nnc(CN(CC)C(=O)CCN2CCCCO2)o1` gave mcGAS MS inh -3.
Brc1cncc(N2CCCC2)c1 was read as mcGAS MS inh -5.
Screening O=C(C1CCCN(S(=O)(=O)CCn2cnc3ccccc32)C1)N1CCOCC1 (stereo not drawn) returned mcGAS MS inh -2.
`CC(C)[N+]1(C)[C@@H]2CC[C@@H]1CC(OC(=O)C(CO)c1ccccc1)C2` (stereo partly drawn) gave mcGAS MS inh 6.

Structural class: the entries above containing an aryl thioether with sulfur outside any ring.
Brc1ccccc1-c1nnc(CSc2nnnn2C2CC2)o1 was read as mcGAS MS inh 1.
O=C(CSc1nc2ccccc2c(=O)n1CCCO)Nc1ccc(Cl)cn1 was read as mcGAS MS inh -3.
Screening CC(c1nnc(SCC(=O)O)n1-c1cccnc1)n1cccn1 (stereo not drawn) returned mcGAS MS inh -33.

Continued.
Screening O=C(O)c1nc(-c2ccc(F)cc2)n2c1CCCCC2 returned mcGAS MS inh 18.
COCCNC(=O)c1ccc2c(c1)N(C)C(CC(=O)N1CC=CCC1)CO2 (stereo not drawn) was read as mcGAS MS inh -18.
`COc1ccc(-c2cc(-c3ccccc3)nc(SCC(N)=O)c2C#N)cc1` gave mcGAS MS inh 7.
Nc1cc(S(=O)(=O)N2CCCC2)ccc1OCC(F)(F)F was read as mcGAS MS inh -1.

Sorted by length of the SMILES (falling): some entries from above.
Screening O=C(C1CCCN(S(=O)(=O)CCn2cnc3ccccc32)C1)N1CCOCC1 (stereo not drawn) returned mcGAS MS inh -2.
COCCNC(=O)c1ccc2c(c1)N(C)C(CC(=O)N1CC=CCC1)CO2 (stereo not drawn) was read as mcGAS MS inh -18.
`COc1ccc(-c2cc(-c3ccccc3)nc(SCC(N)=O)c2C#N)cc1` gave mcGAS MS inh 7.
Nc1cc(S(=O)(=O)N2CCCC2)ccc1OCC(F)(F)F was read as mcGAS MS inh -1.
Screening O=C(O)c1nc(-c2ccc(F)cc2)n2c1CCCCC2 returned mcGAS MS inh 18.
Brc1cncc(N2CCCC2)c1 was read as mcGAS MS inh -5.
